HUVEC inhibit – inhibitors of human endothelial cell proliferation; HUVEC proliferation, CellTiter-Glo luminescence, 72 h; hits give low values; viability, % at 10 µM (by protocol); 86,000 tested, 1.1% active;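 active = viability at or below 30%; inactive = viability above 30%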;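 note: 100% = median luminescence of DMSO-only cell control wells on each plate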
sEH activator – soluble epoxide hydrolase (human) activation; purified human sEH enzymatic activity, activator screen; activation, % at 2 µM; 91,000 tested, 0.04% active; AID 717; in the data active = activation above about 37%; note: values of inactives mirror those of a sister screen read the other way
Target sequence (P34913 whole entry, looked up): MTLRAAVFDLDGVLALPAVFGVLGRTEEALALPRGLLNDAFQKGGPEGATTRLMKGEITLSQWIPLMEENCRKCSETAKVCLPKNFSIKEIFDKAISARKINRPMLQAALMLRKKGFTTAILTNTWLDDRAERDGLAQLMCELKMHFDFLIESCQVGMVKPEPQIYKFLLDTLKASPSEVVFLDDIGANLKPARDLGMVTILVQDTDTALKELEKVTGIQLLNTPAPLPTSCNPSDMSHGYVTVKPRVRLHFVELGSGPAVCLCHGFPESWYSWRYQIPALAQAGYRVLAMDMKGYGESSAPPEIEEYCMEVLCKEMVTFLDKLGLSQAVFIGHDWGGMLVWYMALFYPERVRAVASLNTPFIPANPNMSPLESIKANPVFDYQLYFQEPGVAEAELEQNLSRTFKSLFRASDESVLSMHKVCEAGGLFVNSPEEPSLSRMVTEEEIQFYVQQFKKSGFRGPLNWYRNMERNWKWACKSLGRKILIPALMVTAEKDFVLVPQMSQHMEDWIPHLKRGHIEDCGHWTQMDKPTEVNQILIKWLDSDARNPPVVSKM
S1P2 antag – blocks the human S1P2 receptor. inhibition, % at 5 µM. cell-based S1P2 antagonist assay, inhibition at 5 uM. 97,000 tested, 0.21% active. O95136. AID 736; in the data active = inhibition above about 45%;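 note: CRE beta-lactamase reporter cells expressing human S1P2 stimulated with S1P; 0% = agonist at EC80 alone and 100% = agonist plus reference antagonist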
Target sequence (O95136 whole entry, looked up): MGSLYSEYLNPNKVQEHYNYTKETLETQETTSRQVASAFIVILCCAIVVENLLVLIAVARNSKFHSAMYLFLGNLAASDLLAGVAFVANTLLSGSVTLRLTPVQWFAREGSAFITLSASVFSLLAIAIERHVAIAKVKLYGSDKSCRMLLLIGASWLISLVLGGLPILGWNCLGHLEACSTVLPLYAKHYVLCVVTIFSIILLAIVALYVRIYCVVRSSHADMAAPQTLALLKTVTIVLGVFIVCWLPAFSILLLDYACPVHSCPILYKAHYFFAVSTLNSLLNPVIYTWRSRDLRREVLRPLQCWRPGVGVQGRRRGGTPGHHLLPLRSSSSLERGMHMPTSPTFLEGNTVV
LYP act – LYP (human) phosphatase activation; Q9Y2R2; recombinant LYP, DiFMUP fluorescence; 0 = plate median, 100 = signal doubled; activation, % at 2 µM; 96,000 tested, 0.11% active;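 active = activation at 2 µM above a set limit, the mean plus 5 SD, cut at about 37% in these data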
S1P2 ag – S1P2 (human) receptor agonism; S1P2-expressing cell line, agonist reporter read-out; activation, % at 4.5 µM; O95136; AID 729; 97,000 tested, 0.46% active; in the data active = activation above about 16%;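 note: 0% = vehicle low control and 100% = maximal reference agonist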
PostGolgi ctrl – growth of the yeast control strain, post-Golgi counter-screen; AID 738; 98,000 tested, 5% active; inhibition, % at 10 µM; efflux-deficient yeast background strain, growth absorbance A615, 16 h; in the data active = inhibition above about 30%
Fibroblast inh – blocks proliferation of human lung fibroblasts; LL 47 human lung fibroblast viability, ATP luminescence; hits give low values; 85,000 tested, 1.1% active; viability, % at 10 µM; AID 719;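 active = viability at or below 50% in the single dose screen; inactive = viability above 50%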;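 note: compound exposure lasted 72 h before the ATP readout; 100% = median luminescence of untreated cell-only wells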
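Test system: LL 47 human lung fibroblasts; Quantity: 1,150 cells/well; Buffer or medium: IMEM plus 15% FBS; Dosing: tenfold compound dosing solution, DMSO at 0.1%; Timing: overnight cell rest, 72 h compound treatment at 37 °C; Detection: ATP-based CellTiter-Glo luminescent readout; Read-out basis: viability percentage against median untreated-cell control; Controls: cell-only wells, no compound.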
H69AR inhibit – growth inhibitors of human H69AR lung tumor cells; AID 598; viability, % at 10 µM; H69AR lung tumor viability, ATP luminescence, 72 h; hits give low values; 85,000 tested, 6% active;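 active = viability at or below 40%; inactive = viability above 40%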;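 note: multidrug resistant small cell line overexpressing MRP-1 efflux transporter; 100% = mean luminescence of untreated control wells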
sEH inh – soluble epoxide hydrolase (human) inhibition. P34913. recombinant human sEH enzymatic activity assay. inhibition, % at 2 µM. 91,000 tested, 0.34% active; in the data active = inhibition above about 80%; note: values of inactives mirror those of a sister screen read the other way; many of its hits are not listed in these tables
* marks the source's active call; other numbers are inactive results; · = not tested or not shown.

structure | HUVEC inhibit | sEH activator | S1P2 antag | LYP act | S1P2 ag | PostGolgi ctrl | Fibroblast inh | H69AR inhibit | sEH inh
O=C(CSc1nnc(Cc2cccs2)n1Cc1ccco1)Nc1cccc(Cl)c1 | 102 | -4 | -4 | -15 | -2 | 2 | 100 | 92 | 5
COC(=O)C12CC3CC(C1)CC(n1cnc(Cl)n1)(C3)C2 | 89 | -3 | -12 | -13 | -2 | · | 88 | 94 | 5
Cc1ccccc1CN1C2=NCCN2c2ccccc21 | 90 | -2 | -3 | -10 | -5 | 1 | 88 | 93 | 0
OCCNc1nc(-c2cccnc2)nc2ccccc12 | 89 | 1 | -2 | 6 | -1 | 13 | 99 | 91 | -4
Cc1cc(F)ccc1S(=O)(=O)Nc1ccccc1C(=O)Nc1ncn[nH]1 | 88 | · | · | · | · | 11 | 104 | 94 | ·
COc1ccc(OC)c(-c2cc(C3CCN(c4cc(Cl)nc(N)n4)CC3)[nH]n2)c1 | · | 2 | 13 | -1 | -7 | 34* | · | · | -5
COc1ccc(C(=O)Nc2ccc(S(=O)(=O)N3CCCC3)cc2)c(OC)c1 | 100 | 7 | -26 | -8 | -3 | 0 | 99 | 87 | -5
CC1=NN2C(=N)/C(=C\c3ccc(SCc4ccccc4)o3)C(=O)N=C2S1 | 82 | -7 | 7 | -8 | -6 | 5 | 98 | 93 | 10
O=C1CC(N2CCC(O)(c3ccc(Cl)cc3)CC2)C(=O)N1 (configuration not stated) | 89 | -2 | 2 | -13 | 1 | 2 | 92 | 102 | 4
Cc1ccoc1C(=O)NCCCNC(=O)c1occc1C | 103 | -3 | 0 | 0 | -10 | 4 | 103 | 99 | 4
O=C(CCCSc1nc2sc3c(c2c(=O)[nH]1)CCC3)NCCCO | · | 8 | 8 | 3 | -8 | 7 | · | · | -7
CCc1nnc(NC(=O)C2CC(=O)N(Cc3ccco3)C2)s1 (configuration not stated) | 93 | · | 20 | -10 | -5 | 1 | 105 | 96 | ·
CCSc1nc2ccccc2n1CCOc1ccccc1 | 93 | 6 | -11 | 2 | -5 | · | 92 | 87 | -8
CCOC(=O)c1cn(CC(=O)Nc2cccc(Cl)c2C)nn1 | · | -3 | 2 | -6 | -4 | 0 | · | · | 3
CCOc1ccccc1C1C2C(=O)N(c3ccccc3)C(=O)C2ON1c1ccccc1 (configuration not stated) | 85 | 18 | -3 | -3 | 0 | 10 | 104 | 96 | -19
c1ccc(Cc2nnc3sc(-c4cccs4)nn23)cc1 | 94 | 15 | 2 | 3 | 0 | 15 | 89 | 91 | -9
N=c1n(CCO)c2ccccc2n1Cc1ccc(Cl)cc1 | 95 | · | 21 | -2 | -6 | 7 | 98 | 73 | ·
CCCCNCc1cc(Br)c(OCC(=O)N2CCOCC2)c(OC)c1 | · | 6 | 2 | 0 | -5 | -2 | · | · | -2
Cc1csc(NC(=O)C2CCCC2)n1 | 98 | -9 | -4 | -6 | -5 | 4 | 95 | 88 | 9
CC12CCC(C(=O)Nc3cc(Cl)ccc3Cl)(C/C1=N\O)C2(C)C (configuration not stated) | 99 | 0 | -6 | -2 | -5 | 1 | 94 | 89 | 1
Cc1ccc(S(=O)(=O)NCC(=O)OC(C(=O)c2ccccc2)c2ccccc2)cc1 (configuration not stated) | · | 5 | -3 | 9 | 0 | 8 | · | · | -7
CC(=O)c1ccc(OCC(O)CN2CC(C)OC(C)C2)cc1 (configuration not stated) | 96 | -1 | 6 | -5 | 1 | -1 | 98 | 93 | 6
O=C(O)/C=C\C(=O)Nc1ccccc1C(=O)NCc1ccccc1 | 103 | 10 | -26 | 2 | -2 | · | 109 | 108 | -7
CC1=NNC(=O)C1CCC(=O)N/N=C\c1ccccc1[N+](=O)[O-] (configuration not stated) | · | -4 | 8 | -3 | -5 | 13 | · | · | 6
CN(C)C(=O)CSc1nnc(-c2cc(-c3cccs3)nc3ccccc23)o1 | 59 | 3 | 22 | -2 | -4 | 5 | 93 | 54 | -2
COCCCNC(NC(=O)c1ccc(C)cc1)C(Cl)(Cl)Cl (configuration not stated) | · | 18 | -5 | -2 | -6 | -3 | · | · | -16
COC(=O)CC1Sc2ccccc2NC1=O (configuration not stated) | 103 | · | · | · | · | -1 | 106 | 98 | ·
Cn1c(=O)c2c(-c3ccccc3)n(C3CCCCC3)cc2n(C)c1=O | 105 | -3 | -9 | -9 | -9 | -2 | 86 | 37* | 2
Cc1nc2sc(C(c3cccc(F)c3)N3CCN(C(=O)c4ccco4)CC3)c(O)n2n1 (configuration not stated) | 97 | 1 | 12 | -7 | -2 | 8 | 106 | 79 | 2
CC(=O)c1cc(C)ccc1OC(=O)c1cccc2nc(C)oc12 | · | 4 | 12 | -9 | -2 | 9 | · | · | -1
CC(=O)Nn1c(COc2ccccc2C)nc2ccccc2c1=O | 94 | -6 | 14 | 2 | -6 | 7 | 104 | 109 | 5
Cc1ccc(/C=N/n2cnc3sc4c(c3c2=O)CCCC4)o1 | 83 | · | -17 | -2 | -5 | 15 | 95 | 94 | ·
COc1ccc(C(=O)NCc2n[nH]c(=S)n2-c2ccccc2)cc1OC | 102 | 7 | 4 | -6 | -4 | -3 | 96 | 103 | -7
CCCCOCCCn1c(-c2ccco2)nc2nc3ccccc3nc21 | 75 | 16 | -30 | 3 | 7 | 17 | 99 | 62 | -17
O=C(OCC1OC(n2cnc3c(N(C(=O)c4ccccc4)C(=O)c4ccccc4)ncnc32)C(O)C1F)c1ccccc1 (configuration not stated) | 84 | 2 | 16 | -59 | -6 | 8 | 105 | 2.7* | -1
Cc1c(Br)cc(C(=O)NC2CCCCC2)c(C)c1C | 103 | 2 | 19 | 6 | -5 | 10 | 89 | 88 | 0
COCc1cc(C)nc(OCC(=O)N/N=C/c2ccc(-c3cccc([N+](=O)[O-])c3)o2)c1C#N | · | 7 | -5 | 5 | -3 | -1 | · | · | -6
COC(=O)[C@H](C)NC(=O)Nc1ccc(Oc2ccccc2)cc1 | 97 | -8 | 14 | 8 | -5 | 7 | 104 | 93 | 8
O=C(Cn1nnc(-c2ccncc2)n1)Nc1ccc2c(c1)CCC2 | · | -34 | -6 | 1 | -4 | 3 | · | · | 35
COc1ccc(-c2noc(CCC(=O)Nc3ccc4c(c3)OCCO4)n2)cc1 | 86 | -15 | -1 | 4 | -5 | 24 | 98 | 91 | 14
CCOC(=O)c1c(C#N)cnn1-c1ccc(C)cc1 | · | -2 | 8 | -6 | -11 | -1 | · | · | 4
COc1ccc(C2=NOC(Cn3c(Cc4ccc(Cl)cc4)nc4c3c(=O)n(C)c(=O)n4C)C2)cc1 (configuration not stated) | 83 | 12 | 12 | 16 | -3 | 15 | 104 | 65 | -12
CCOC(=O)N1CCC(NC(=O)c2cc3c(-c4ccccc4F)nn(C)c3s2)CC1 | 80 | 3 | 15 | -9 | -6 | -4 | 88 | 65 | -4
Cc1ccc(-c2cc(C(F)F)n3ncc(C(=O)Nc4c(C)nn(Cc5ccccc5Cl)c4C)c3n2)cc1 | · | -2 | 11 | -18 | -8 | 27 | · | · | 2
O=C1NC(=S)N/C1=C/c1ccc(-c2c(Br)cc([N+](=O)[O-])cc2Br)o1 | · | 7 | 17 | -14 | -8 | 14 | · | · | -4
COc1ccc(-c2c(C)nn3c(N4CCC(C(=O)NCCN(C)C)CC4)cc(C)nc23)cc1OC | 72 | · | · | · | · | 7 | 83 | 30* | ·
CS(=O)(=O)N(CC(=O)Nc1ccc2c(c1)OCO2)Cc1ccccc1 | 96 | -7 | 2 | 1 | -2 | 2 | 102 | 99 | 7
O=C(CN1CCN(C(=O)c2cccc(F)c2)CC1)NC1CCCCC1 | 80 | -18 | 18 | -5 | -4 | 4 | 102 | 96 | 19
CCc1nc2sc3c(c2c(=O)n1NC(=O)CCl)CCCC3 | 82 | 3 | -3 | -4 | -5 | -2 | 97 | 12* | -3
Cc1ccc(-n2c(-c3nn(C)c(C)c3Cl)n[nH]c2=S)cc1 | · | -13 | -1 | 2 | -3 | -2 | · | · | 14

Next section
structure | HUVEC inhibit | sEH activator | S1P2 antag | LYP act | S1P2 ag | PostGolgi ctrl | Fibroblast inh | H69AR inhibit | sEH inh
COc1ccccc1Nc1nc(N)nc(-c2oc3ccccc3c2C)n1 | 95 | 9 | -28 | 10 | 0 | 3 | 80 | 62 | -9
Cc1ccc(SC/C(O)=C(\C#N)c2nc3ccccc3s2)cc1 | 39 | -3 | -7 | -1 | -8 | 9 | 92 | 55 | 6
CCCN1CCCc2cc(CN)ccc21 | 87 | 9 | 1 | -3 | 6 | 5 | 98 | 61 | -7
CC1CC(C(F)(F)C(F)(F)F)n2nc(C(=O)O)cc2N1 (configuration not stated) | 102 | · | · | · | · | 8 | 110 | 101 | ·
CS/C(=N\S(=O)(=O)c1ccc(N)cc1)NS(=O)(=O)c1cccs1 | 101 | -2 | 3 | 4 | -4 | 18 | 100 | 98 | 2
CCCCC1(Cc2cccc([N+](=O)[O-])c2)C(=O)N(c2ccccc2)N(c2ccccc2)C1=O | · | 2 | 10 | -3 | -2 | 21 | · | · | -1
CC1=CCC(C(=O)O)(C(=O)N/N=C/c2cccs2)C(c2ccc([N+](=O)[O-])cc2)C1 (configuration not stated) | 105 | -5 | -8 | -5 | 0 | 65* | 102 | 103 | 7
Fc1ccc(Cn2c(-c3cscn3)nc3ccccc32)c(Cl)c1 | 90 | -6 | -62 | 9 | 2 | 34* | 81 | 106 | 4
COc1ccc(OC)c(N(CC(N)=O)S(=O)(=O)c2ccc(OC)c(OC)c2)c1 | 98 | 10 | -10 | -2 | -6 | 7 | 109 | 110 | -8
CN1CC(c2ccccc2)C2(COc3ccccc3C2=O)C12C(=O)Nc1ccccc12 (configuration not stated) | · | -2 | 10 | 2 | -1 | 33* | · | · | 2
O=C(NCCCN1CCOCC1)c1cnn2c(-c3ccccc3)cc(-c3ccccc3)nc12 | · | 7 | -6 | -8 | -2 | -1 | · | · | -9
O=C(Nc1ccc2c(c1)OCCO2)NC1(C(F)(F)F)Oc2ccccc2O1 | 75 | -16 | 7 | -5 | -1 | 34* | 93 | 40 | 15
CCC(=O)N1CCN(c2ccc(NC(=O)c3c(F)c(F)c(OC)c(F)c3F)cc2)CC1 | 111 | 0 | 5 | -1 | 0 | 6 | 100 | 65 | 0

By substructure, the entries above with an aryl methoxy group
structure | HUVEC inhibit | sEH activator | S1P2 antag | LYP act | S1P2 ag | PostGolgi ctrl | Fibroblast inh | H69AR inhibit | sEH inh
COc1ccc(OC)c(-c2cc(C3CCN(c4cc(Cl)nc(N)n4)CC3)[nH]n2)c1 | · | 2 | 13 | -1 | -7 | 34* | · | · | -5
COc1ccc(C(=O)Nc2ccc(S(=O)(=O)N3CCCC3)cc2)c(OC)c1 | 100 | 7 | -26 | -8 | -3 | 0 | 99 | 87 | -5
CCCCNCc1cc(Br)c(OCC(=O)N2CCOCC2)c(OC)c1 | · | 6 | 2 | 0 | -5 | -2 | · | · | -2
COc1ccc(C(=O)NCc2n[nH]c(=S)n2-c2ccccc2)cc1OC | 102 | 7 | 4 | -6 | -4 | -3 | 96 | 103 | -7
COc1ccc(-c2noc(CCC(=O)Nc3ccc4c(c3)OCCO4)n2)cc1 | 86 | -15 | -1 | 4 | -5 | 24 | 98 | 91 | 14
COc1ccc(C2=NOC(Cn3c(Cc4ccc(Cl)cc4)nc4c3c(=O)n(C)c(=O)n4C)C2)cc1 (configuration not stated) | 83 | 12 | 12 | 16 | -3 | 15 | 104 | 65 | -12
COc1ccc(-c2c(C)nn3c(N4CCC(C(=O)NCCN(C)C)CC4)cc(C)nc23)cc1OC | 72 | · | · | · | · | 7 | 83 | 30* | ·
COc1ccccc1Nc1nc(N)nc(-c2oc3ccccc3c2C)n1 | 95 | 9 | -28 | 10 | 0 | 3 | 80 | 62 | -9
COc1ccc(OC)c(N(CC(N)=O)S(=O)(=O)c2ccc(OC)c(OC)c2)c1 | 98 | 10 | -10 | -2 | -6 | 7 | 109 | 110 | -8
CCC(=O)N1CCN(c2ccc(NC(=O)c3c(F)c(F)c(OC)c(F)c3F)cc2)CC1 | 111 | 0 | 5 | -1 | 0 | 6 | 100 | 65 | 0

Not all compounds are listed. The share of hits here may be higher or lower than overall.
